Screens (PubChem)
NR1D1 modulator: modulates human Rev-erb alpha binding to DNA. Rev-erbα–FITC-DNA binding, fluorescence polarization, 90 min. activity, % at 10 µM. P20393. actives 0.79% (n = 370,000);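 active = activity above about 14%, limit read from the data; passing the limit was not always enough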;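 also: 0% = DMSO wells with 35 nM protein and 100% = DMSO wells with 750 nM protein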
Target sequence (P20393 whole entry, looked up): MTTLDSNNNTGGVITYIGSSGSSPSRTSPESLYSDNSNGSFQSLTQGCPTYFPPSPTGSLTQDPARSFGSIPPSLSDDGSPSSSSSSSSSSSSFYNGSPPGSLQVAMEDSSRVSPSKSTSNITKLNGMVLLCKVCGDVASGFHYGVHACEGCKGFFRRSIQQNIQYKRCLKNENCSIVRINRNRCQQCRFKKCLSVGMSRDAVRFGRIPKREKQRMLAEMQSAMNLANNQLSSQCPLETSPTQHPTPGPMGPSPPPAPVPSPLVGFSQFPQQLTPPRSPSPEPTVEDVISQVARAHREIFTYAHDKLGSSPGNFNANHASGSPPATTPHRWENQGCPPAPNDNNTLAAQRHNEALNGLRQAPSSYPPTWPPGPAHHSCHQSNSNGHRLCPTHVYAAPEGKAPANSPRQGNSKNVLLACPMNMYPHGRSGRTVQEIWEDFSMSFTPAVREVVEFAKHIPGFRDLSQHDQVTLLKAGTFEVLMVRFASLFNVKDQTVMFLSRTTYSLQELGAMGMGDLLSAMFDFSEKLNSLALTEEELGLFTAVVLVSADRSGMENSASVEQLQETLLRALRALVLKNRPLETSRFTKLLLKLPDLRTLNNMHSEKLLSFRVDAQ
hgDAF-12 ag: activates the H. glycines DAF-12 receptor ligand-binding domain | HEK293 GAL4-hgDAF12 UAS-luciferase reporter, agonist luminescence; normalized to butyrate control | activation, % at 6.8 µM | actives 1.8% (n = 370,000);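 active = activation above a cutoff set at the mean of all screened compounds plus 3 SD, cut at about 10% in these data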;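 also: 0% = DMSO wells and 100% = sodium butyrate wells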
hcDAF-12 act: activators of H. contortus DAF-12 nuclear receptor. HEK293 hcDAF-12 lit1-tk-luc reporter, luminescence; 0% DMSO, 100% Δ7-dafachronic acid. activation, % at 6.8 µM. actives 1.4% (n = 370,000);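 active = activation above the mean of all tested compounds plus 3 SD, cut at about 5.5% in these data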;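 also: 100% = response to 3 µM Δ7-dafachronic acid high control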
SMARCA2 act: increases SMARCA2 function in MMTV reporter cells; activation, % at 9.1 µM; actives 1% (n = 370,000); MG213 cells, MMTV-luciferase reporter, dexamethasone, overnight; AID 652017; in the data active = activation above about 7.8%;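 also: 0% = vehicle wells and 100% = reference activator wells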
MBD2 DNA inh: blocks human MBD2 binding to methylated DNA; Q9UBB5; TR-FRET, MBD2 binding to methylated oligonucleotide; actives 0.31% (n = 370,000); inhibition, % at 4.4 µM; in the data active = inhibition above about 13%
DAX1 inh-1: inhibitors of human orphan nuclear receptor DAX1 (NR0B1) | inhibition, % at 6.75 µM | P51843 | AID 504766 | HEK293 Gal4-DAX1 luciferase reporter, luminescence | actives 0.99% (n = 340,000);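 active = inhibition above the mean over all tested compounds plus 3 SD, cut at about 4.2% in these data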;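 also: 0% = DAX1-transfected cells with DMSO and 100% = empty-vector control cells with DMSO; inhibition shows as a rise in luminescence from relieved DAX1 repression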
Target sequence (P51843 207-470 limits assumed): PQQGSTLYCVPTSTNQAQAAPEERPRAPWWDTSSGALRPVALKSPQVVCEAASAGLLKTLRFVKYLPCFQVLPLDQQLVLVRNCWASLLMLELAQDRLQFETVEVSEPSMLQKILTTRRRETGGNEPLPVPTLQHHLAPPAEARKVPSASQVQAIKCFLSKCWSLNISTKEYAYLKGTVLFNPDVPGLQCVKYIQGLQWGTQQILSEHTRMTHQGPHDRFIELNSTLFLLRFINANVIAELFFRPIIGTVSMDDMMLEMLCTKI
ssDAF-12 act: S. stercoralis DAF-12 activation, primary screen; HEK293 ssDAF-12/GRIP1 lit1-tk-luc reporter, luminescence; % of 3 µM dafachronic acid response; activation, % at 6.8 µM; actives 1% (n = 370,000); AID 652126;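 active = activation above the mean over all tested compounds plus 3 SD, cut at about 0.9% in these data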;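 also: 0% = DMSO-only wells and 100% = 3 µM delta7-dafachronic acid wells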
DAX1 inh-2: DAX1 (NR0B1) inhibition, primary screen; AID 652010; inhibition, % at 6.8 µM; actives 1.1% (n = 370,000); HEK293T StAR-luciferase reporter, SF-1/DAX-1 repression relief;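 active = inhibition above the mean over all tested compounds plus 3 SD, cut at about 3.6% in these data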;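 also: 0% = DAX-1 cells with DMSO and 100% = cells lacking DAX-1 with DMSO; higher inhibition means more luminescence from relief of DAX-1 repression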
ADAM17 inh: ADAM17 inhibition, QFRET primary screen. P78536. recombinant ADAM17, EDANS/DABCYL FRET peptide cleavage. inhibition, % at 6.95 µM. actives 0.83% (n = 370,000);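 active = inhibition above the mean of compounds lying between control limits plus 3 SD, set per campaign, cut at about 8.5% in these data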;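 also: 0% = DMSO-only wells as the low control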
PLC-beta3 inh: blocks human PLC-beta3 enzyme activity | inhibition, % at 12.2 µM | Purified PLC-beta3, fluorogenic substrate, fluorescence | actives 0.18% (n = 370,000); in the data active = inhibition above about 11%;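 also: 0% = median of compound wells on plate and 100% = full blocker control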
PLCg1 inh: blocks human PLC-gamma1 enzyme activity. AID 720700. purified PLC-gamma1, fluorogenic substrate, fluorescence. actives 0.84% (n = 370,000). inhibition, % at 12.2 µM; in the data active = inhibition above about 9.5%
* = called active by the depositor; i = inactive; nt = not tested or not shown.

molecule	NR1D1 modulator	hgDAF-12 ag	hcDAF-12 act	SMARCA2 act	MBD2 DNA inh	DAX1 inh-1	ssDAF-12 act	DAX1 inh-2	ADAM17 inh	PLC-beta3 inh	PLCg1 inh
CC1CCCN(S(=O)(=O)c2ccc(NC(=O)C3CC(=O)N(c4ccccc4)C3)cc2)C1 (stereo unspecified)	6	-0.6	-0.4	-3	2	-0.8	-0.9	0.1	4	-4	2
O=C(NC1CC1)C1CCN(C2CCN(C(=O)Cc3ccc(F)cc3)CC2)CC1	1	0.6	-1.9	0	0	-0.5	0.3	0.1	-5	-6	-3
CCOC(=O)C1(Cc2ccc(OC)cc2)CCN(C(=O)C2CC(=O)N(C3CC3)C2)CC1 (stereo unspecified)	2	-0.1	-1.1	-2	-6	-0.6	-1.5	-1.1	3	-3	4
CS(=O)(=O)c1ccc2nc(NC(=O)CN3CCOCC3)sc2c1	1	1.3	-0.8	0	-4	2.6	-0.9	-0.6	0	-5	-1
CCOc1ccc(-c2cn(-c3ccc(OC)cc3)c(SC)n2)cc1	1	11*	7.0*	3	4	0.3	-1.2	2.5	1	0	1
Cc1ccc(-c2nnn(CC(=O)N(CC(=O)NC(C)C)c3cnc4ccccc4c3)n2)o1	-1	-0.2	-1.5	6	-2	-0.3	-1.6	-1.4	-17	-80	-73
Cc1nc2c([nH]c3ccccc32)c(=O)n1N	-7	1.8	2.7	-1	9	nt	1.2*	-0.3	-29	-8	-4
O=c1cc(-c2cccnc2)oc2c1ccc1ccccc12	-4	2.2	-1.5	1	-2	nt	-1.6	-0.5	-60	-154	-106
Cc1cccc(C)c1NC(=S)N1CCOCC1	-3	0.0	0.9	-2	2	-0.7	-1.1	0.0	-2	-5	1
Cc1ccccc1-n1c(N)cc(=O)[nH]c1=S	6	-1.4	-0.8	1	0	-0.2	-1.4	0.3	-3	1	0
COCc1cc(C)nc(SCC(=O)NCC2CCCO2)c1C#N (stereo unspecified)	2	-0.8	-0.7	-1	-4	-0.6	-1.2	-0.1	-1	-7	-2
COc1ccccc1CNC(=O)C(CC(C)C)NS(=O)(=O)c1ccc2c(c1)oc(=O)n2C (stereo unspecified)	-6	-1.8	-2.2	-3	2	-0.3	-1.9	-0.1	-1	0	3
O=C(CCN1C(=O)c2ccccc2C1=O)NC(=S)Nc1ccccc1Cl	5	-2.0	-0.5	2	2	1.4	-1.5	0.0	2	2	-2
COc1ccc(CC2SC(N)=NC2=O)cc1 (stereo unspecified)	2	-1.0	-2.5	0	-1	1.4	-1.2	-0.5	-2	-3	0
CCOC(=O)c1cnc2cc(F)c(F)cc2c1N1CCOCC1	0	1.4	-2.6	2	2	-2.3	-1.3	0.5	1	-6	6
CCOC(=O)NN1C(=O)c2ccccc2NC1c1cccc(O)c1 (stereo unspecified)	5	-8.8	2.3	-1	1	-0.2	-2.2	-0.4	-213	-362	-317
O=C(CCn1[nH]c(=O)c2ccccc2c1=O)N1CCOCC1	0	1.0	0.7	-2	3	0.7	-1.1	0.5	-1	-32	-27
CCOC(=O)N1CCC(N(C(=O)Nc2cccc(OC)c2)C(C)CC)CC1 (stereo unspecified)	6	0.1	-1.2	3	-1	-0.6	-1.8	1.1	-1	3	1
COc1c(C)cc(C(=O)C2CCCN(Cc3ccc(Oc4ncccn4)cc3)C2)cc1C (stereo unspecified)	1	-3.1	-2.3	-4	0	-0.5	-1.8	-1.8	0	6	4
O=C(CNS(=O)(=O)c1ccc(Br)s1)N1CCN(c2ccc(F)cc2)CC1	3	-1.4	-2.9	-2	7	1.4	-1.7	-0.6	-3	-8	5

Going on with the list.
molecule	NR1D1 modulator	hgDAF-12 ag	hcDAF-12 act	SMARCA2 act	MBD2 DNA inh	DAX1 inh-1	ssDAF-12 act	DAX1 inh-2	ADAM17 inh	PLC-beta3 inh	PLCg1 inh
Cc1ccc2nc(-c3cccc(S(=O)(=O)N4CC(C)OC(C)C4)c3)cn2c1 (stereo unspecified)	9	1.2	-2.5	-1	1	-1.3	-1.4	-3.8	-9	-60	-35
CC1CC(C)CN(C(=O)c2cc3c(=O)n4ccccc4nc3s2)C1 (stereo unspecified)	8	3.3	1.2	-2	-2	-2.0	-0.4	-0.1	-354	i	-345
CCc1ccccc1NC(=O)CCNS(=O)(=O)c1cc(Br)cnc1N	-5	0.3	-0.3	0	7	0.7	-1.3	-0.5	-9	-5	-4
CCc1ccc(OCC(=O)Nc2ccc(S(=O)(=O)Nc3ccccn3)cc2)cc1	-1	-0.2	-1.9	-1	-2	1.8	-1.4	0.2	-8	-14	-13
COc1ccc(CCNCCC(c2ccccc2)c2ccccc2)cc1OC	1	3.5	0.5	-4	-1	2.4	-1.1	-0.9	-3	-4	-3
COc1ccc(S(=O)(=O)CCC(=O)Nc2cc(C)ccc2OC)cc1	3	-2.0	0.7	-1	-4	-0.8	-0.8	0.1	-4	-2	2
CCN1/C(=C(\O)c2ccccc2)C(=O)c2ccccc2S1(=O)=O	1	-0.6	-2.0	0	0	0.1	-1.1	-0.8	0	5	-9
S=C(NCc1ccco1)N/N=C/c1ccccc1Cl	5	-1.1	-2.4	-1	1	0.2	-1.9	-0.6	2	0	-3
O=C(CCNS(=O)(=O)c1ccc(F)c(F)c1)NCCN1CCOCC1	2	2.1	0.1	1	0	0.0	-1.2	-2.5	-1	-6	-2
COc1ccc(-c2cnc3c(NC(C)=O)cc(-c4ccc(S(C)(=O)=O)cc4)cn23)cc1OC	4	-2.8	-1.7	-3	5	nt	-1.4	-3.0	-14	-79	-56
Cn1cc(/C=N/NC(=O)COc2ccccc2[N+](=O)[O-])c2ccccc21	0	-0.8	-1.3	0	3	-0.6	-1.8	-1.6	2	3	3
CC(C)c1ccc(S(=O)(=O)c2cc3cc(Br)ccc3oc2=O)cc1	19*	0.4	0.9	3	1	0.4	-0.7	-0.3	3	-19	-18
COC(=O)c1cccc(NC(=O)NC23CC4CC(CC(C4)C2)C3)c1	2	1.5	-1.2	7	-3	-0.7	-0.7	0.1	-3	5	1
CSc1ccccc1C(=O)OCC(=O)N1CCCCCC1	-8	6.0	1.0	6	4	0.6	-0.1	1.4	-1	3	0
C=CCN1C(=O)CN=C1Nc1ccc(OC)cc1OC	2	1.2	-0.8	3	-7	-0.3	-1.2	0.3	1	5	5
CCCNC(=O)c1c(O)c2c([nH]c1=O)CCCC2	-1	2.4	-0.8	3	-5	-0.5	-1.1	0.4	2	4	0
COc1ccc(CCN(C)CC(=O)Nc2cc(C)nc3ccccc23)cc1OC	2	-1.6	-2.1	-2	-3	nt	-2.0	-0.3	-3	-5	-2
C/C(=N/NC(=O)CN1CCN(Cc2ccccc2Cl)CC1)c1cccnc1	1	-1.1	-0.3	-5	-3	0.5	-1.3	-0.8	-1	-5	-1
C/C(=N\NC(=O)c1ccc(CSc2nncn2C)cc1)c1ccc(Cl)cc1	1	0.0	-0.2	2	-5	0.0	-1.1	0.1	-1	2	0
Cc1ccc(/C=N/c2sc3c(c2C(N)=O)CCCC3)o1	-3	2.1	-0.4	2	1	3.8	-1.4	0.3	-5	-14	-17

Additional results
molecule	NR1D1 modulator	hgDAF-12 ag	hcDAF-12 act	SMARCA2 act	MBD2 DNA inh	DAX1 inh-1	ssDAF-12 act	DAX1 inh-2	ADAM17 inh	PLC-beta3 inh	PLCg1 inh
CCOc1ccc(C(=S)NC2CCCCC2)cc1OC	-3	-2.7	-0.9	4	-1	-0.4	-1.1	1.3	-4	4	2
COc1ccc(COC(=O)CN2C(=O)NC3(CC(C)CC(C)(C)C3)C2=O)cc1F (stereo unspecified)	-3	-1.4	-3.2	-2	6	-0.6	-1.3	-1.0	6	2	3
COc1ccc(Br)cc1S(=O)(=O)NCCCN1CCOCC1	nt	0.8	-1.7	-2	2	2.4	-1.1	0.2	-1	-2	1
CC1(C)CC(=O)N(CC(=O)NC2CCCC2)c2ccccc2S1(=O)=O	-2	-2.0	-3.3	0	1	2.2	-1.1	-0.1	-2	1	-1
Cc1ccc(CN=c2c([N+](=O)[O-])nn(-c3ccc4c(c3)OCCO4)n2O)cc1	7	2.4	0.8	-2	-1	0.8	-1.2	0.2	1	1	4
CCCCc1c(-c2ccccc2OC)ncn1CCc1ccc(Cl)cc1	0	1.1	-2.4	-2	-2	nt	-1.6	-1.5	5	7	1
O=C(O)c1cc(-c2ccc(Cl)cc2)n(-c2ccc(F)cc2)n1	2	-0.4	0.8	1	-2	-0.1	-1.2	-0.4	-5	-2	-4
COc1ccc(CN(C(=O)Cc2cccs2)C(C(=O)NC2CCCC2)c2ccncc2)cc1 (stereo unspecified)	-3	1.3	0.1	-2	-1	-0.5	-0.7	0.1	1	-6	-1
c1ccc(-c2nc(N3CCOCC3)c3ccccc3n2)nc1	0	0.2	-0.4	-2	6	-1.4	-0.8	-2.1	0	-4	-8
CCOP(=O)(OCC)C(Nc1ccccn1)c1ccccc1 (stereo unspecified)	-1	0.1	1.3	-1	-3	-0.3	0.2	-0.1	3	2	4
CN(C)/N=C/c1cc(Cl)cc([N+](=O)[O-])c1O	1	0.1	2.9	-1	-9	0.5	-0.8	0.1	0	-4	-1
COc1ccccc1NS(=O)(=O)c1cc(NC(=O)C2CCCO2)ccc1C (stereo unspecified)	-2	-2.0	-2.4	-2	-4	1.5	-1.1	0.2	-3	-4	3
Cc1cc2nc(CO)[nH]c2cc1C	3	3.1	-0.8	2	5	-1.0	-0.1	-0.3	-8	-6	-4
O=C1NC(Cc2cnc[nH]2)C(=O)N2CCCC12 (stereo unspecified)	6	1.1	-1.7	0	0	nt	-1.2	0.7	-4	6	2
COc1ccc(-n2c(=O)c3ccccc3n(CC(=O)NCc3ccco3)c2=O)cc1	-4	-0.1	0.2	6	-1	-0.2	-1.6	-0.2	-2	-5	0
Cc1cc(C)n2nc(C(=O)OCC(=O)N3C(C)CCCC3C)nc2n1 (stereo unspecified)	-1	1.5	2.0	-1	3	-0.4	-0.9	0.6	1	-7	3
O=C(NCc1ccc(Cl)cc1)c1ccc2ccccc2n1	4	5.0	1.2	1	3	0.0	0.5	-0.1	0	-6	2
O=C(CN(Cc1ccccc1)S(=O)(=O)c1ccc(Br)cc1)N/N=C/c1ccccc1C(=O)O	-2	-2.5	-1.1	-4	1	1.6	-0.9	0.2	-4	-12	3
COc1ccc(OC)c(C(=O)NC(CC(N)=O)c2ccc(N3CCCCCC3)c([N+](=O)[O-])c2)c1 (stereo unspecified)	-1	-0.8	-1.2	-2	0	0.4	-1.4	-0.6	-2	-3	5
NC(=O)c1ncn([C@@H]2O[C@H](CNCc3ccc(OCC(=O)Nc4ccccn4)cc3)[C@@H](O)[C@H]2O)n1	6	1.3	-0.4	-1	-1	2.2	-0.5	0.7	1	2	1
Cc1nn2c(c1-c1ccccc1)NC1=C(C(=O)CCC1)C2c1ccccc1 (stereo unspecified)	-1	-2.2	-1.4	0	0	-0.7	-1.5	-0.1	-495	i	i

Random excerpt: 2 entries already listed, in no set order.
molecule	NR1D1 modulator	hgDAF-12 ag	hcDAF-12 act	SMARCA2 act	MBD2 DNA inh	DAX1 inh-1	ssDAF-12 act	DAX1 inh-2	ADAM17 inh	PLC-beta3 inh	PLCg1 inh
COc1ccc(CN(C(=O)Cc2cccs2)C(C(=O)NC2CCCC2)c2ccncc2)cc1 (stereo unspecified)	-3	1.3	0.1	-2	-1	-0.5	-0.7	0.1	1	-6	-1
CCOP(=O)(OCC)C(Nc1ccccn1)c1ccccc1 (stereo unspecified)	-1	0.1	1.3	-1	-3	-0.3	0.2	-0.1	3	2	4
